Source: PubChem
NS5 inhibitors = Dengue-2 NS5 methyltransferase inhibitors, primary screen, biochemical, confirmation dose response (AID 588689) | inhibition, % at 25 µM; hits with a dose series show IC50 in µM | Genome polyprotein (Dengue virus type 2 (strain 16681-PDK53)) | Dengue-2 NS5 methyltransferase capping enzyme assay, biochemical; higher % means a stronger effect | actives 0.3% (n = 340,000); in the data active = a potency from the dose series; inconclusive = inhibition above about 29% without an active follow-up result
SV40 large T antigen = SV40 large T antigen inhibitors, biochemical (AID 1903); actives 0.39% (n = 310,000); one-dose inhibition, % at 20 µM; IC50 in µM for titrated hits; SV40 large T antigen ATPase/helicase inhibition assay; higher % means a stronger effect; in the data active = a potency from the dose series; inconclusive = inhibition mostly from about 32% at the one dose, without a potency; inactive = the rest, 99 in 100 with inhibition below about 32%; also: strong numbers were not always called active
HIV peptide binding = inhibitors of HIV fusion peptide binding, primary screen, biochemical, uHTS, fluorescence dequenching (AID 1986); cell-free peptide binding, fluorescence dequenching, 30 min; higher % means a stronger effect; inhibition, % at 20 µM, or IC50 in µM where a hit was titrated; actives 0.3% (n = 290,000); in the data active = inhibition mostly above about 52%, no sharp cut-off; inactive = mostly below about 76%; also: some results filed as inactive read as strong as hits
XIAP antagonists = XIAP antagonists, biochemical, IAP family, fluorescence polarization (AID 1018). displacement, % at 20 µM, or IC50 in µM where a hit was titrated. actives 0.007% (n = 200,000). XIAP BIR domain, fluorescence polarization peptide displacement; higher % means a stronger effect. E3 ubiquitin-protein ligase XIAP (Homo sapiens); in the data active = displacement above about 50%; also: a part of the inactive calls stands beside numbers as strong as those of hits
LYP phosphatase = inhibitors of LYP phosphatase, biochemical, fluorescence intensity, uHTS (AID 1779); inhibition, % at 11.5 µM; hits with a dose series show IC50 in µM; actives 0.054% (n = 290,000); recombinant LYP phosphatase, fluorescence intensity; higher % means a stronger effect; Tyrosine-protein phosphatase non-receptor type 22 (Homo sapiens); in the data active = inhibition above about 50%;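 also: plate controls were vehicle with enzyme for no effect and no enzyme for full effect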
AID2073 = inhibitors of Mint1-CaV2.2 protein interaction, biochemical, HTRF (AID 2073). Voltage-dependent N-type calcium channel subunit alpha-1B (Homo sapiens). HTRF protein-protein interaction, Mint1-CaV2.2; higher % means a stronger effect. one-dose inhibition, % at 20 µM; IC50 in µM for titrated hits. actives 0.19% (n = 290,000); in the data active = inhibition mostly above about 51%, no sharp cut-off; inconclusive = no clear call, values can overlap the other calls; inactive = mostly below about 53%; also: some results filed as inactive read as strong as hits
Rac1 GTP hydrolysis = MgcRacGAP GTPase-activating activity inhibitors, confirmation, biochemical, ADP Hunter fluorescence. inhibition, % at 30 µM; hits with a dose series show IC50 in µM. AID 624330, 2012. Rac GTPase-activating protein 1 (Homo sapiens). MgcRacGAP-stimulated Rac1 GTP hydrolysis, ADP Hunter fluorescence; higher % means a stronger effect; GST-tagged Rac1 F28L mutant substrate. actives 0.6% (n = 340,000);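 active = first-screen hits whose inhibition reached a set limit at any dose in the follow-up dose series; inconclusive = inhibition above the set first-screen limit but never retested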;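 also: fluorescence reports GDP produced by GAP-driven GTP hydrolysis; strong numbers were not always called active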
Siah-1 displacement = Siah-1 peptide-binding antagonists, primary screen, biochemical, fluorescence polarization, rhodamine-plectin, uHTS (AID 1817). Siah-1 / rhodamine-plectin peptide fluorescence polarization; higher % means a stronger effect. displacement, % at 20 µM, or IC50 in µM where a hit was titrated. actives 0.02% (n = 290,000);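 active = displacement of at least 50% at 20 µM, with a fluorescence ratio check between 0.3 and a set limit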;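 also: plate controls were Siah plus tracer with DMSO for no effect and tracer alone without Siah for full effect; strong numbers were not always called active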
RSV antiviral HEp-2 = RSV antiviral activity via CPE protection, HEp-2 cells, primary 10 µM value included (AID 2391) | HEp-2 cells, RSV-induced CPE inhibition; higher % means a stronger effect | one-dose CPE inhibition, % at 10 µM; IC50 in µM for titrated hits | actives 0.13% (n = 310,000); in the data active = a potency from the dose series; inconclusive = CPE inhibition mostly from about 23% at the one dose, without a potency; inactive = the rest, 99 in 100 with CPE inhibition below about 21%; also: strong numbers were not always called active
* marks the source's active call; other numbers are inactive results; u = inconclusive; x = no result given.

SMILES	NS5 inhibitors	SV40 large T antigen	HIV peptide binding	XIAP antagonists	LYP phosphatase	AID2073	Rac1 GTP hydrolysis	Siah-1 displacement	RSV antiviral HEp-2
CC(c1ccc(Br)cc1)N1CC23C=CC(O2)C(C(=O)O)C3C1=O (stereo not drawn)	1%	-8%	0.4%	-5.6%	-2%	-7%	6%	-3%	1.4%
COc1ccc(-c2noc(CCC(=O)NCc3cccnc3)n2)cc1OC	-2%	5%	-1.7%	-1.6%	-3%	-6%	4%	1%	1.1%
Cc1ccc(NC(NC(=O)Cc2ccccc2)C(Cl)(Cl)Cl)cc1 (stereo not drawn)	-10%	97%	0.0%	-17%	-2%	-1%	9%	0%	x
COc1ccccc1OCC(=O)NC1CCCc2ccccc21 (stereo not drawn)	-4%	8%	1.5%	x	-1%	0%	5%	6%	13%
CCOc1ncccc1C(=O)OCC(=O)Nc1cc(S(=O)(=O)N2CCOCC2)ccc1Cl	-9%	-2%	1.2%	-11%	0%	-7%	9%	1%	0.2%
C=CCn1c(-c2ccc(N)cc2)nc2ccccc21	-2%	14%	-0.3%	-2.0%	-5%	2%	10%	1%	0.4%
CC(C)(C)C(=O)NC(=S)Nc1sc2c(c1C#N)CCCCC2	6%	4%	-2.0%	1.5%	3%	-13%	-7%	-1%	3.5%
O=C(NNC(=S)NCCCN1CCOCC1)c1ccncc1	-3%	30%	1.3%	-3.7%	-7%	1%	9%	-2%	1.5%
CCCCCCSc1nsc(N)n1	4%	-2%	0.7%	-4.9%	0%	-4%	1%	3%	1.2%
Cc1c(/C=N/O)c2ccccn2c1C=O	-5%	2%	-1.4%	-2.7%	-4%	3%	0%	6%	6.0%
COc1ccc(C(=O)N(CCc2ccccc2)Cc2ccccc2)cc1S(=O)(=O)N1CCOCC1	-10%	12%	x	x	x	x	3%	x	0.5%
CC(=O)Nc1ccc(NC(=O)C(=O)NCC(c2ccco2)N2CCc3ccccc32)cc1 (stereo not drawn)	-7%	12%	x	x	x	x	1%	x	-1.0%
O=S(=O)([O-])CCC[n+]1c(/C=C\Nc2ccccc2)oc2ccc(-c3ccccc3)cc21	x	17%	144%	-9.5%	1%	19%	x	4%	x
CN(C(=O)c1cccc(C#N)c1)c1nnc(-c2cnccn2)s1	-2%	-2%	-1.7%	-2.6%	-3%	5%	8%	-1%	1.4%
C/C(=N/Nc1nc(-c2ccccc2)c(CC(=O)O)s1)c1ccccc1	-22%	16%	5.7%	x	0%	-28%	3%	11%	x
COC(=O)c1sc(NC(=O)COc2ccccc2)nc1C	-2%	17%	-2.8%	-2.4%	-10%	-2%	14%	0%	6.0%
Cc1ccccc1NS(=O)(=O)c1ccc(C2CNC(=O)C2)cc1 (stereo not drawn)	-4%	5%	-1.5%	-14%	-5%	1%	-3%	-4%	0.9%
CCOC(=O)c1c(S(=O)(=O)Nc2ccccc2OCC)c(C)n(C)c1C	-3%	14%	1.0%	x	-12%	3%	7%	0%	1.9%
Cc1cn(C2OC(COC(=O)c3ccccc3)C(OC(=O)c3ccccc3)C2OC(=O)c2ccccc2)c(=O)[nH]c1=O (stereo not drawn)	-10%	5%	-0.1%	-3.1%	5%	42%	2%	-3%	1.6%
CC(NCc1ccc([N+](=O)[O-])cc1)C1COc2ccccc2O1 (stereo not drawn)	3%	9%	-0.4%	x	-6%	-14%	21%	5%	2.3%
CC(/C=N/NC(=O)c1ccccc1F)=C\c1ccccc1	0%	3%	-0.9%	x	-5%	8%	9%	2%	6.0%
O=C(CSc1nc2ccccc2c(=O)n1CCCN1CCOCC1)Nc1cccc(S(=O)(=O)N2CCCCCC2)c1	-12%	11%	-2.9%	-3.4%	-8%	5%	-1%	-4%	13%
O=S(=O)(Cc1cc(-c2ccc(Cl)cc2)no1)c1ccccc1	-4%	14%	-1.0%	-4.4%	-1%	6%	7%	14%	3.1%
CCc1nnc(NC(=O)C2CCCN2S(=O)(=O)c2ccccc2)s1 (stereo not drawn)	-8%	2%	-0.6%	1.5%	-8%	-3%	2%	-7%	0.4%
c1ccc(-c2nnc(SCc3nnc(-c4cccs4)o3)o2)cc1	12%	2%	0.1%	-11%	-2%	2%	14%	1%	3.3%
Later entries:
SMILES	NS5 inhibitors	SV40 large T antigen	HIV peptide binding	XIAP antagonists	LYP phosphatase	AID2073	Rac1 GTP hydrolysis	Siah-1 displacement	RSV antiviral HEp-2
CN(Cc1ccccc1)C(=O)CSc1nc2cc(C(=O)N3CCC(C(N)=O)CC3)ccc2c(=O)n1-c1ccccc1	x	11%	1.1%	x	0%	2%	x	-2%	-0.2%
CCOC(=O)c1cc2c(ccn2C)n1CC(=O)N1CCN(c2ccc(F)cc2)CC1	-2%	7%	-1.8%	-2.2%	-3%	30%	6%	0%	-1.5%
Nc1cc[n+](CC(=O)Nc2ccccc2)cc1	-2%	6%	0.4%	-3.7%	-7%	-5%	6%	3%	-0.1%
O=C(CSC1=NCCN1)Nc1cccc(C(F)(F)F)c1	4%	7%	-0.6%	-2.5%	-9%	-8%	3%	6%	-0.7%
CNC(=O)COC(=O)c1cc(=O)[nH]c2ccccc12	2%	-7%	0.8%	-7.9%	-14%	18%	12%	-2%	0.9%
O=C(CC1CCCC1)Nc1cccc(Br)c1	-12%	-5%	0.7%	x	-7%	-6%	1%	-6%	u
CCCn1nnnc1SCC(=O)c1ccc2c(c1)OCCO2	-4%	18%	3.3%	0.6%	1%	-2%	7%	-2%	1.3%
CC1(C)CC(=O)C=C(NCc2ccc(Cl)c(Cl)c2)C1	-3%	9%	-0.6%	-0.5%	-3%	-5%	0%	-1%	-0.4%
CC1=NN(C(C#N)c2ccc(F)cc2)C(c2ccccc2)C1 (stereo not drawn)	-8%	10%	-0.7%	x	-16%	1%	9%	-3%	-0.3%
COc1ccc(CNC(=O)CN2C(=O)COc3ccc(S(=O)(=O)N4CCCCC4)cc32)cc1	1%	7%	-0.3%	x	-7%	0%	10%	0%	-0.6%
C=CCn1c(CCC(O)COCCC)n[nH]c1=S (stereo not drawn)	-1%	16%	-0.8%	-4.8%	-10%	2%	3%	2%	2.9%
Cc1ccc(C)c(N(CC(=O)NCc2ccco2)C(=O)CNS(=O)(=O)c2ccccc2)c1	-4%	2%	-0.4%	x	-9%	1%	6%	-2%	0.2%
O=C1c2ccccc2C(Nc2cccnc2)N1Cc1ccccc1 (stereo not drawn)	-6%	6%	-2.6%	-2.0%	-2%	-10%	4%	5%	0.8%
Cc1ccc(CNc2nc(Cl)c(C#N)s2)cc1	-8%	1%	0.4%	-0.9%	-3%	14%	2%	21%	1.5%
CN(C)c1ccc(C(C(=O)NC2CCCC2)N(Cc2cccnc2)C(=O)c2snc(C(N)=O)c2N)cc1 (stereo not drawn)	-3%	-1%	-2.6%	x	-3%	33%	5%	-6%	0.6%
CCc1nc2ccccc2c(C(=O)Oc2ccc(C(=O)OC)cc2)c1C	1%	22%	-1.6%	0.3%	-5%	10%	10%	4%	2.6%
CC(C)c1ccccc1NC(=O)COC(=O)CCN1C(=O)/C(=C\C=C\c2ccccc2)SC1=S	-3%	5%	17%	1.2%	-1%	13%	6%	-2%	0.7%
COCCNC(=O)C(c1ccc(F)cc1)N(C(=O)CCC(=O)Nc1ccccn1)C1CCCCC1 (stereo not drawn)	-4%	1%	-0.5%	x	-7%	1%	3%	-4%	0.2%
N#Cc1cnc2cc(-c3ccccc3)nn2c1N	x	14%	2.1%	x	3%	36%	x	-4%	-0.2%
Cc1cccn2c(=O)c3cc(C(=O)NCC4CCCO4)c(=N)n(C4CCCCC4)c3nc12 (stereo not drawn)	0%	2%	-0.1%	x	-44%	21%	10%	0%	4.4%
CCOC(=O)C1Cn2c(nc3c(c2=O)C(C)(C)Cc2ccccc2-3)S1 (stereo not drawn)	-2%	8%	-1.7%	0.0%	-8%	38%	5%	-5%	2.6%
COc1ccc(CNC(=O)c2c[nH]c3ccccc3c2=O)cc1	-2%	14%	-0.5%	x	-8%	-1%	-5%	13%	1.2%
O=C(OCC1OC(n2ccc(=O)[nH]c2=O)C(O)C1OC(=O)c1ccccc1)c1ccccc1 (stereo not drawn)	-1%	12%	-1.3%	-3.2%	-5%	u	8%	2%	1.2%
CCn1c(=O)cc(OCC(=O)N(C)C2CCCCC2)c2ccccc21	-5%	-6%	1.6%	0.9%	-5%	3%	6%	2%	0.5%
CCOc1cccc(NC(=O)C2CC(=O)N(C)C2)c1 (stereo not drawn)	-1%	4%	1.3%	-1.6%	-7%	5%	6%	-3%	0.5%

Entries from the list above that contain bromine, in the order listed:
SMILES	NS5 inhibitors	SV40 large T antigen	HIV peptide binding	XIAP antagonists	LYP phosphatase	AID2073	Rac1 GTP hydrolysis	Siah-1 displacement	RSV antiviral HEp-2
CC(c1ccc(Br)cc1)N1CC23C=CC(O2)C(C(=O)O)C3C1=O (stereo not drawn)	1%	-8%	0.4%	-5.6%	-2%	-7%	6%	-3%	1.4%
O=C(CC1CCCC1)Nc1cccc(Br)c1	-12%	-5%	0.7%	x	-7%	-6%	1%	-6%	u

Quoted at random: 2 entries already listed.
SMILES	NS5 inhibitors	SV40 large T antigen	HIV peptide binding	XIAP antagonists	LYP phosphatase	AID2073	Rac1 GTP hydrolysis	Siah-1 displacement	RSV antiviral HEp-2
COCCNC(=O)C(c1ccc(F)cc1)N(C(=O)CCC(=O)Nc1ccccn1)C1CCCCC1 (stereo not drawn)	-4%	1%	-0.5%	x	-7%	1%	3%	-4%	0.2%
Nc1cc[n+](CC(=O)Nc2ccccc2)cc1	-2%	6%	0.4%	-3.7%	-7%	-5%	6%	3%	-0.1%

Next part
SMILES	NS5 inhibitors	SV40 large T antigen	HIV peptide binding	XIAP antagonists	LYP phosphatase	AID2073	Rac1 GTP hydrolysis	Siah-1 displacement	RSV antiviral HEp-2
COc1ccc(CC(=O)NNC(=O)c2cccs2)cc1	-3%	8%	-2.7%	-3.3%	-4%	-4%	6%	2%	-1.4%
CCCCCCN(C(=O)CCl)c1ccccc1	-1%	11%	-0.3%	x	-6%	2%	6%	-1%	u
Fc1ccc(Oc2ccc3nnc(C(F)(F)F)n3n2)cc1	-4%	3%	-1.9%	-7.9%	-3%	-5%	4%	0%	12%
Oc1ccc2ccccc2c1C=NC1CCCCC1	-4%	-2%	0.2%	-3.3%	-2%	-8%	6%	-3%	u
CCN1CCN(CCCNC(=O)CCC(=O)N2CC(C)Oc3ccc(C)cc32)CC1 (stereo not drawn)	-3%	6%	0.1%	x	-9%	13%	7%	-3%	0.1%
Cc1c(-n2c(O)c(C3=c4ccccc4=NC3=O)sc2=O)c(=O)n(-c2ccccc2)n1C	0%	18%	-0.1%	-5.0%	-4%	-5%	4%	4%	2.0%
CCOc1ccc2ccccc2c1/C=N/NC(=O)CNC(=O)c1ccccc1F	-5%	7%	3.9%	x	-2%	-2%	6%	-2%	6.6%
CCOC(=O)C1CCN(C(=O)c2ccc(OC3CCN(C(=O)CCOC)CC3)cc2)CC1	-2%	7%	3.1%	x	-6%	0%	4%	9%	0.8%
O=[N+]([O-])c1ccc(Cl)cc1N/N=C/c1ccncc1	-7%	6%	0.7%	x	-5%	-36%	9%	5%	2.3%
